phage Ecoli inh = E. coli growth loss with phage present; AID 651602; inhibition, % at 11.9 µM; growth absorbance; 360,000 compounds, 0.26% hits; in the data active = inhibition above about 11%
AddAB inh = less growth of phage-infected E. coli with AddAB; 330,000 compounds, 0.29% hits; E. coli expressing H. pylori AddAB, absorbance growth; inhibition, % at 11.9 µM; in the data active = inhibition above about 12%;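 also: 0% = vehicle wells of infected cells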
PKA-R1A activ = activators of PKA-R1A complex. 340,000 compounds, 0.083% hits. activation, % at 11.4 µM. AID 504707. PKA-R1A dissociation, Cy5-IP20 fluorescence polarization; scaled: DMSO 0%, 113 µM cGMP 100%;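 active = percent activation above the mean of all tested compounds plus 3 SD, cut at about 19% in these data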;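 also: higher means more PKAc released from R1A so a rise in polarization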
PKA-R2B act = activates the human PKA-R2B holoenzyme complex. 340,000 compounds, 0.079% hits. P22694+P31323. AID 504700. PKA-R2B holoenzyme dissociation, Cy5-IP20 fluorescence polarization; R2B truncated from residue 108, S112A mutant; 0% DMSO only, 100% 113 µM cGMP. activation, % at 11.4 µM;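 active = activation above a cutoff set at the mean over all compounds plus 3 SD, cut at about 18% in these data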;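 also: higher means more holoenzyme dissociation and a rise in polarization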
Target sequence (P31323 whole entry, looked up, other chains not shown, the tested form may be a part): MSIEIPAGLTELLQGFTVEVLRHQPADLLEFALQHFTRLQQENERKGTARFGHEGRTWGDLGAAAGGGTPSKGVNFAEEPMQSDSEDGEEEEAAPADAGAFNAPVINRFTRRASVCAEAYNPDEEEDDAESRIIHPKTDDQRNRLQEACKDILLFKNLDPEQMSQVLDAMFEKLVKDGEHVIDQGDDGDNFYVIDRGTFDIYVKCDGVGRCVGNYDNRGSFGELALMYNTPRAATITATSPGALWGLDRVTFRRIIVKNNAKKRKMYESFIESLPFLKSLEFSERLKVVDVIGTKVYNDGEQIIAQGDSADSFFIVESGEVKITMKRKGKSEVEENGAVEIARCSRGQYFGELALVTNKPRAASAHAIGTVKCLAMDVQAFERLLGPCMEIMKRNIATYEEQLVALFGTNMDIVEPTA
SUMO Mot1 rescue = inhibitors of SUMOylation pathway: yeast Mot1-301 growth rescue | S. cerevisiae Mot1-301 growth rescue, ATP luminescence, 38.5C; percent above DMSO median, 100 means doubled | growth rescue, % at 18.8 µM | 320,000 compounds, 1% hits;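 active = every valid replicate shows activation above 250% relative to neutral control wells; inactive = the rest, any valid replicate at or below 250%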;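 also: OY570 slx delta 5 strain wells were the positive control but not used for scaling; some compounds called inactive have numbers as strong as hits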
CDK5 p35 inh = CDK5/p35 (human) kinase inhibition. Q00535+Q15078. Recombinant CDK5/p35, ADP-Glo luminescence, 60 min. inhibition, % at 10 µM. 330,000 compounds, 0.01% hits;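 active = highest replicate inhibition of at least 50% and at least 75% of replicates reaching 50%; inconclusive = only one of the two criteria met; inactive = both criteria failed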;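 also: plate controls were DMSO neutral control for no effect and GW8510 at 10 µM for full effect; many of its hits are not listed in these tables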
DAGLB inh = diacylglycerol lipase beta (human) inhibition | HEK293T DAGLB membrane lysate, EnzChek fluorogenic substrate | inhibition, % at 5.17 µM | 340,000 compounds, 0.059% hits | AID 504411; in the data active = inhibition above about 34%;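 also: 0% = enzyme with vehicle and 100% = wells lacking enzyme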
Ecoli viability = counter-screen for AddAB inhibitors: E. coli growth inhibition. E. coli V3065 growth, OD600 absorbance, 18 h. inhibition, % at 11.9 µM. 330,000 compounds, 0.27% hits. AID 449728;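 active = inhibition above the campaign's mean inhibition across all tested compounds plus 3 SD, cut at about 9.9% in these data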;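 also: uninfected addAB+ strain grown without phage in ampicillin broth; 0% = DMSO wells and 100% = ciprofloxacin 0.95 µg/ml wells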
Tat export inh = E. coli Tat transport inhibition; E. coli MC4100 TorA-mCherry Tat export, fluorescence; AID 488895; 340,000 compounds, 0.036% hits; inhibition, % at 10 µM;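 active = mean replicate inhibition at least 50% and at least half of replicates individually reaching 50%; inconclusive = only one of the two criteria met; inactive = neither criterion met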;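 also: exported cargo escapes ClpAP degradation while cytoplasmic cargo is degraded and loses fluorescence; 0% = median of neutral control wells and 100% = median of NaSCN control wells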
HTR5A inv ctr = inverse agonist of human HTR5A in OPRM1-OPRD1 counter-screen; inhibition, % at 9.3 µM; HTR5A cell line, luminescence, inverse agonism; AID 504634; 340,000 compounds, 0.083% hits; P47898; in the data active = inhibition mostly above about 23%, no sharp cut-off; inactive = mostly below about 18%;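 also: 0% = cells with DMSO and 100% = no-cell wells with DMSO; some compounds called inactive have numbers as strong as hits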
Target sequence (P47898 whole entry, looked up): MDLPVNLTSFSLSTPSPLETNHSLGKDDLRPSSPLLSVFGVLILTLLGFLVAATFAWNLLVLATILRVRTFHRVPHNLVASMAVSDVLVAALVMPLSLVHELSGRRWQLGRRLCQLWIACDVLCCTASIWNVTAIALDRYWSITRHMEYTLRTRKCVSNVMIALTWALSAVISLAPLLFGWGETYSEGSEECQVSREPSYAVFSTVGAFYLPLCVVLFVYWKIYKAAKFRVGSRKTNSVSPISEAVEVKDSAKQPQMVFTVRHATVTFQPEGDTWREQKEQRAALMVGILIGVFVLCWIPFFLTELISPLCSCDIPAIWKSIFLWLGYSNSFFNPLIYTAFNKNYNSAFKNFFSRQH
HTR5A ag ctr = counter-screen for OPRM1-OPRD1 agonists: human HTR5A agonism; P47898; HTR5A agonist assay, luminescence, cell-based; activation, % at 9.3 µM; 340,000 compounds, 0.61% hits; AID 504692; in the data active = activation mostly above about 9.5%, no sharp cut-off; inactive = mostly below about 7.6%;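 also: 0% = cells with vehicle only and 100% = reference agonist; strong numbers were not always called active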
* marks the source's active call; other numbers are inactive results; ? = inconclusive; . = no result given; & = joins results of further samples.

Below each compound: Tat export inh	CDK5 p35 inh	Ecoli viability	PKA-R1A activ	phage Ecoli inh	HTR5A ag ctr	SUMO Mot1 rescue	AddAB inh	DAGLB inh	HTR5A inv ctr	PKA-R2B act
1	Cc1[nH][nH]c(=O)c1/C=N/N1CCOCC1
 : -6	-2.0	-2.1	-2	2.4	7	3	-2.4	-2	-19	-2
2	Cc1ccc2nc(C)cc(N/N=C/c3ccccc3O)c2c1
 : 1	1.9	-2.4	-7	1.1	11	-9	2.2	-3	2	-3
3	CC(=O)Nc1c(O)[nH]c2ccccc12
 : -6	0.5	0.6	1	1.4	-1	-4	0.3	2	-6	2
4	Cn1nc(-c2ccccc2)cc1NS(=O)(=O)c1ccccc1
 : -4	0.8	-1.6	8	3.8	-3	-5	-0.1	4	-5	1
5	O=C(N/N=C/c1coc2ccccc2c1=O)c1cn(-c2ccccc2)nc1-c1ccccc1
 : -2	-7.3	2.6	1	4.2	7	-9	3.2	2	-15	-15
6	CCCN(CC(=O)Nc1ccccc1C)C(=O)c1nn(CC)c(=O)c2ccccc12
 : 3	-1.5	-0.3	5	2.1	2	17	1.4	-4	-18	9
7	CCCCCC(O)c1cccc(OCc2ccc3ccccc3n2)c1 (stereo not drawn)
 : 12&5	-0.9	-0.1	-7	1.2	2	17&-6	-1.6	-10	-6	-3
8	OCCN(Cc1ccccc1)CC1CC=CCC1 (stereo not drawn)
 : 4	4.0	0.5	3	2.8	-3	3	-1.6	0	4	8
9	O=S(=O)(c1ccc(Br)cc1)c1nc(-c2ccco2)oc1NCCCn1ccnc1
 : -4	-0.4	.	9	3.6	-8	.	.	2	-3	-10
10	O=C(Nc1ccc(Cl)cc1)N1CCOCC1
 : -7	1.1	-2.8	-4	2.1	-2	-14	0.5	-2	8	-9
11	COc1cccc(NC(=O)CN(C)C(=O)Cn2c(=O)oc3ccccc32)c1
 : -1	-0.3	0.2	-8	-1.0	-5	312	-0.5	0	11	-10
12	COc1ccc(C(=O)NCc2ccc3c(c2)OCO3)cc1
 : -1	-0.5	0.8	2	2.3	-2	1	-0.2	-1	4	4
13	O=C(NCCOc1ccccc1)c1cncc(Br)c1
 : -1	-2.4	-0.4	0	2.7	-5	.	-1.6	1	3	10
14	Clc1ccc(-c2csc(-c3cccnc3)n2)s1
 : ?	2.7	1.1	-6	3.9	-3	28	6.6	-10	2	-9
15	O=S(=O)(Nc1cccc2[nH]ncc12)c1cccs1
 : -4	-0.5	2.1	-2	3.5	-4	-8	1.2	-1	-7	-5
16	O=c1c(N2CCOCC2)nsn1Cc1ccccc1
 : 8	0.0	-0.3	5	0.9	-1	-1	0.7	-1	1	-2
17	Cc1ccc(/C=C2\C(=N)N3N=C(CC(=O)N4CCCCC4)SC3=NC2=O)cc1
 : 0	-5.1	1.0	-2	0.5	-3	13	2.0	3	-1	8
18	CN(CCC#N)C(=S)Nc1ccc(Oc2ccccc2)cc1
 : 0	1.8	-1.8	1	4.9	-2	-2	0.1	-3	5	7
19	COc1ccc(S(=O)(=O)N2CCOCC2)cc1NC(=O)c1ccc(-n2nc(C)cc2C)cc1
 : 20	-0.9	0.0	2	2.5	-1	-5	-0.6	-4	1	10
20	O=C1C2C3C=CC(CC3)C2C(=O)N1/N=C/c1ccco1 (stereo not drawn)
 : -10	-1.6	-1.7	3	2.5	-3	2	-0.2	0	8	-5
21	O=C1CC(N2CCN(c3ncccn3)CC2)C(=O)N1CCc1ccccc1 (stereo not drawn)
 : -3	-1.6	-0.9	-13	4.1	-6	38	-2.6	-1	-26	1
22	C[C@@H]1CN(S(=O)(=O)C(C)(C)C)[C@@H](CCO)/C1=C\c1ccccc1
 : 3	0.6	.	-7	2.4	2	.	.	-1	-6	-8
23	CC(C)c1ccc(C(O)c2cnc(C(C)C)n2C)cc1 (stereo not drawn)
 : -7	-4.9	-1.9	-2	2.8	4	16	-2.3	1	-11	-14
24	CC1Cc2ccccc2N1C(=O)c1ccc(F)c(S(=O)(=O)N2CCOCC2)c1 (stereo not drawn)
 : -5	0.0	-0.2	-2	0.1	8	19	0.0	-1	-32	-2
25	CCCCCCCCCCS(=O)(=O)N/N=C/c1ccc(O)cc1
 : 27	-0.1	2.2	-6	2.9	6	12	2.2	-1	-16	-19
26	Cn1cc(/C=C2\SC(=S)N(NC(=O)c3ccccc3)C2=O)c2ccccc21
 : 0	0.0	0.2	3	2.7	0	113	-0.6	-5	-24	7
27	CC(C)(C)C(=O)Cn1nnc(-c2ccc(C(F)(F)F)cc2)n1
 : 4	0.6	0.4	-1	3.7	3	1	-0.1	-4	-49	10
28	Cc1onc(-c2ccccc2)c1-c1nnc(-c2ccccc2C(F)(F)F)o1
 : -2	1.1	1.6	-11	0.8	0	4	2.1	-9	-8	-3
29	Cc1cccc(NS(=O)(=O)c2ccc(C(=O)NCC(C)(C)N3CCOCC3)cc2)c1C
 : -1	-1.5	0.0	-11	-0.2	5	1	-0.3	3	11	-12
30	Cc1ccc(-c2nn(-c3ccccc3)cc2/C=C/C(=O)OCC(=O)NC2CC2)o1
 : 2	2.7	2.4	-2	2.0	-5	3	2.1	-1	-2	-3
31	Cc1ccc(C2=NNC(c3ccc(Cl)cc3)=Nc3ccccc32)o1
 : -1	0.3	-1.9	-6	1.8	8	0	-0.7	-9	-25	-1
32	Cc1cccc(NC(=O)C2C3CCCCC32)c1 (stereo not drawn)
 : -8	0.1	.	-4	0.8	6	2	.	-6	-17	-4
33	COC(=O)C1=C(C)N(Cc2ccc3c(c2)OCO3)C(=O)C1
 : -7	-5.8	-0.4	-14	3.8	1	.	1.4	-1	7	0
34	CCOC(=O)c1cnc2c(OC)cccc2c1N1CC(C)CC(C)C1 (stereo not drawn)
 : 6	-0.1	-0.3	-5	-2.4	4	-21	-1.7	-5	-15	1
35	CCOc1ccc(OCCOC(=O)C2CCN(S(=O)(=O)c3ccc(C)c(C)c3)CC2)cc1
 : -8	1.8	1.4	-6	6.6	-1	335	1.5	-6	7	-19
36	COc1ccccc1CNC(=O)CCNC(=O)c1ccco1
 : -4	-0.3	.	-17	1.3	4	.	.	0	8	-15
37	O=C(c1cnn(-c2ccc(Cl)cc2)c1)c1ccccc1O
 : -9	-0.4	2.1	-4	8.2	2	-11	5.2	-10	-6	-2
38	O=C(Cn1cnc([N+](=O)[O-])n1)NCc1ccccc1
 : -10	0.3	-0.1	-5	2.2	4	-16	4.0	4	4	-14
39	CC(=O)N/C(=C\c1ccccc1)C(=O)NCC(=O)O
 : -8	0.7	.	-12	2.7	-7	.	.	2	24	-7
40	CC(C)C(C(=O)O)N1CCS(=O)(=O)CC1 (stereo not drawn)
 : -6	0.1	-0.2	-5	3.2	0	12	2.1	-3	0	-2
41	Cc1ccc(NC(=O)NC(=O)CSc2n[nH]c(N)n2)c(C)c1
 : -8	0.1	6.0	5	6.2	-1	400	7.0	1	3	-1
42	C=CCOc1ccc(/C=C\c2nc(O)c([N+](=O)[O-])c(=O)[nH]2)cc1OCC
 : 1	1.3	-1.4	8	1.2	-3	2	-3.9	4	10	6
43	C=CC[C@]12CC=CC(=O)[C@@]1(O)O[C@H](c1ccc(OC)c(OC)c1)[C@H]2C
 : -4	2.3	0.7	-13	4.2	0	126	4.5	11	-12	2
44	CC1CC(C)CN(CCCNC(=O)c2ccc(CNS(=O)(=O)c3ccc(F)cc3)cc2)C1 (stereo not drawn)
 : 5	-1.1	-1.6	8	2.2	0	-2	0.8	4	-8	-1
45	CC(C)Sc1nnc(Nc2ccccc2)s1
 : -5	0.7	-2.3	-26	4.1	-5	9	1.6	-1	12	-6
46	CCOC(=O)C1(Cc2ccc(Cl)cc2)CCN(C(C)Cc2ccc(O)c(OC)c2)CC1 (stereo not drawn)
 : 7	0.3	-3.6	-6	-0.9	-7	1	0.2	0	26	4
47	C/C(=N\NC(=O)CNC(=O)c1ccccc1F)c1ccco1
 : -8	2.1	-0.3	-3	0.4	2	-10	0.5	-1	-31	15
48	Cc1ccc(CN/C=C/C(=O)c2ccc(Br)cc2)cc1
 : -11	-3.7	-1.1	-13	.	8	10	0.9	-16	-1	10
49	COCCCNc1nc2nonc2nc1N1C[C@H]2CC[C@H]1C2
 : -12	-0.5	1.1	-6	3.9	2	-9	2.1	-2	-6	-5
50	COc1cc(/C=N\NC(=O)c2ccc(Cl)cc2)ccc1Oc1ccc([N+](=O)[O-])cn1
 : 6	-0.9	0.7	1	1.3	5	9	-0.8	-1	-17	1

The listing continues:
Below each compound: Tat export inh	CDK5 p35 inh	Ecoli viability	PKA-R1A activ	phage Ecoli inh	HTR5A ag ctr	SUMO Mot1 rescue	AddAB inh	DAGLB inh	HTR5A inv ctr	PKA-R2B act
51	CCCCCC(=O)Nc1ccc(C(=O)COC(=O)CN2C(=O)NC3(CCCC3)C2=O)cc1
 : 1	0.1	-0.6	6	2.4	-2	-8	-0.9	1	20	4
52	CCn1c(/C=C/Nc2ccccc2)[n+](CC)c2ccc(C(=O)OCC(F)(F)F)cc21
 : 1	0.6	1.0	-9	4.8	-2	16	-1.7	1	7	-7
53	O=C(Nc1ccc(N2CCCC2)cc1)c1cc(Br)ccc1Cl
 : 3	-0.1	-4.4	-20	2.0	-1	-28	-2.0	11	14	0
54	O=[N+]([O-])c1ccc(N2CCN(Cc3ccccc3)CC2)s1
 : 7	-0.2	-0.6	-4	1.0	-1	118	-0.5	3	5	0
55	Cc1ccccc1C(=O)NNC(=O)C(=O)Nc1cccc(Cl)c1C
 : 3	-0.3	-3.0	5	-2.6	0	1	-3.6	2	-22	4
56	Cc1ccsc1C(=O)N1CCN(c2ncccn2)CC1
 : 2	0.8	0.3	7	2.1	-6	-14	3.5	2	15	-5
